Screens: PubChem BioAssay, National Center for Advancing Translational Sciences (NCATS)
PI4K2A block – qHTS for small molecular inhibitors of PI4K2A. purified PI4K2A, ADP-Glo luminescence, 1 h; active compounds read low. Phosphatidylinositol 4-kinase type 2-alpha (Homo sapiens), Q9BTU6. 0.13% of 420,000 active. activity change, negative = inhibition, % at 76.9 µM; in the data active = activity change below about -50%; inconclusive = mostly about -30% to -49%;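 also: -100% = wells without enzyme as full effect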
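ADP-Glo luminescence measured ADP generated by PI4K2A enzyme (4 ug/mL before mixing) with 1.2 mM PI substrate (pre-mix) and 300 microM ATP (pre-mix). Tris pH7.5 buffer with MgCl2, Triton X-100; 1 h reaction at ambient temperature.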
Vif-APOBEC3G blk – qHTS for Inhibitors of Vif-A3G Interactions: qHTS; DNA dC->dU-editing enzyme APOBEC-3G (Homo sapiens), Q9HC16; HeLa A3G-eYFP + Vif (tagged APOBEC3G with the HIV-1 protein that degrades it), YFP fluorescence, overnight; Potency, µM (highest dose often 46.1 µM), for the others: at the top dose activity, negative = active, usual class: inhibitors; 0.076% of 410,000 active; AID 602310, 2012;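 also: potency is read from the fitted curve at half-maximal effect; % is scaled to controls: 0 for no effect and ±100 for the full control effect; nearly all actives have a fitted effect of over 60% in size; hits raise eYFP signal because A3G escapes Vif-driven loss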
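Read-out is eYFP fluorescence (Ex 488/Em 500-530) from Vif-expressing HeLa A3G-eYFP cells; more signal means A3G escaped Vif-mediated degradation. Cells plated overnight, compound pinned in, incubated overnight at 37 deg C.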
USP1-UAF1 inh – Inhibitors of USP1/UAF1: Primary Screen | 0.23% of 390,000 active | Potency, µM (doses to about 57.1 µM), for the others: top-dose activity change, negative = inhibition, actives largely listed as inhibitors | Ubiquitin carboxyl-terminal hydrolase 1 (Homo sapiens), O94782 | recombinant USP1/UAF1, Ub-Rhodamine cleavage fluorescence; also: potency is read from the fitted curve at half-maximal effect; % is scaled to controls: 0 for no effect and ±100 for the full control effect; nearly all actives have a fitted effect of over 60% in size; inactives centre near -12
Target sequence (O94782 whole entry, looked up): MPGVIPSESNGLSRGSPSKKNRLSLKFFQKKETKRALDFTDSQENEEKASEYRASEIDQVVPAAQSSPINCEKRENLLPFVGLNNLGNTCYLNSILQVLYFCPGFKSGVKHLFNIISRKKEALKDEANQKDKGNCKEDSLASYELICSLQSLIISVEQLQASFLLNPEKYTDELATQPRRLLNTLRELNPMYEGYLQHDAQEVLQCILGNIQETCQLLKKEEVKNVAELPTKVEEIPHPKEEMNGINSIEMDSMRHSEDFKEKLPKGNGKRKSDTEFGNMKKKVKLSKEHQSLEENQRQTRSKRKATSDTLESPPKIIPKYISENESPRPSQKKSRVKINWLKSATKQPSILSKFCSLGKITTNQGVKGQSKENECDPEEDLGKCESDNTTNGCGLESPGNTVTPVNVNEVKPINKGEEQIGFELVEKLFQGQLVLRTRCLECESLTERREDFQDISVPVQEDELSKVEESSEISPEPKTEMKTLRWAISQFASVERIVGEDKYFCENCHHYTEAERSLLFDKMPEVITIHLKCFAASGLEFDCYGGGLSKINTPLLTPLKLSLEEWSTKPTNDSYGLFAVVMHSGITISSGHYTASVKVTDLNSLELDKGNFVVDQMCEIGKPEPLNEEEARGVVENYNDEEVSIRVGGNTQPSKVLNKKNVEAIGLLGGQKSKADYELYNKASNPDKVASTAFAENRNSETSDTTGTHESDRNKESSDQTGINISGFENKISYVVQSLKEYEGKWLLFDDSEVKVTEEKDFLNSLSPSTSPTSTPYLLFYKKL
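1 nM enzyme complex + cpd, 15 min RT; start with Ub-Rho 150nM final; kinetic fluorescence ex 480/em 540, 6 reads q60 s. Buffer 50mM HEPES pH 7.8, 0.5mM EDTA, 0.1 mg/ml BSA, 1mM TCEP, 0.01% Tween-20.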
Vif-APOBEC3F blk – qHTS for Inhibitors of Vif-A3F Interactions: qHTS; 0.2% of 390,000 active; Potency, µM (doses to about 46.1 µM), for inactives: top-dose activity, negative = active; HeLa A3F-eYFP + Vif (tagged APOBEC3F with the HIV-1 protein that degrades it), YFP fluorescence increase; also: potency is read from the fitted curve at half-maximal effect; % of control where 0% means no effect; nearly all actives have a fitted effect of over 65% in size
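Fluorescence increase (Ex 488/Em 500-530) after overnight compound treatment at 37 deg C flags inhibition of Vif-driven A3F-eYFP loss in stable HeLa A3F-eYFP/Vif cells seeded overnight beforehand.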
RXFP1 ag – qHTS Assay for Agonists of the Relaxin Receptor RXFP1 | Relaxin receptor 1 (Homo sapiens), Q9HBX9 | HEK293T-RXFP1 cAMP TR-FRET, 30 min; response scale: percent of porcine relaxin response, buffer zero | Potency, µM (titrated, usually from 57.5 µM), for the others: at the highest dose activation, actives largely listed as activators | 0.3% of 370,000 active | AID 2676, 2010; also: potency is read from the fitted curve at half-maximal effect; % is scaled to controls: 0 for no effect and ±100 for the full control effect; nearly all actives have a fitted effect of over 60% in size; many of its hits are not listed in these tables
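cAMP rise read by TR-FRET after 30 min, 37C compound exposure (up to 58 uM) in RXFP1-transfected HEK293 cells with Ro 20174 present. EC50 from Hill-equation fits, with 29 nM porcine relaxin as 100% and buffer as basal.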
LDHA inh – qHTS assay for inhibitors of human lactate dehydrogenase | purified LDHA, NADH/diaphorase-resazurin fluorescence; active compounds read low | activity change, % (values are at about 110 or 230 µM) | 0.15% of 480,000 active | AID 1347041, 2019; in the data active = activity change below about -30%; inconclusive = mostly about -25% to -30%;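 also: plate controls were DMSO wells for no effect and wells without enzyme for full effect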
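Enzyme activity of human lactate dehydrogenase 5 (2 nM; 0.06 mM NADH, 0.2 mM pyruvate, 5 min, RT) is measured via a resazurin/diaphorase fluorescence readout of residual NADH.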
TrxR1 substrate – qHTS Assay for Substrates of Mammalian Selenoprotein Thioredoxin Reductase 1 (TrxR1): qHTS. AID 588456, 2011. Thioredoxin reductase 1, cytoplasmic (Rattus norvegicus), O89049. Potency, µM (top dose mostly 114 µM), for the others: at the top dose activity change, negative = substrate turnover. 0.01% of 390,000 active. purified TrxR1 substrate turnover, NADPH consumption readout; also: potency is read from the fitted curve at half-maximal effect; % is scaled to controls: 0 for no effect and ±100 for the full control effect; nearly all actives have a fitted effect of over 50% in size
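Rat TrxR1, dispensed at 90 nM, was prereduced with 400 uM NADPH (final) for 5 min at ~22 deg C, then incubated with compound 15 min before 400 uM selenite. A first-read NADPH fluorescence drop versus no-compound background flagged substrates.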
mIDH1 inhibitor – qHTS for Inhibitors of mutant isocitrate dehydrogenase 1 (IDH1): qHTS; Isocitrate dehydrogenase [NADP] cytoplasmic (Homo sapiens), O75874; IDH1-R132H enzyme, NADPH consumption, diaphorase/resazurin fluorescence; Potency, µM (doses to about 76.6 µM), for the others: at the top dose activity change, negative = inhibition, actives largely listed as inhibitors; 0.093% of 390,000 active; also: potency is read from the fitted curve at half-maximal effect; % is scaled to controls: 0 for no effect and ±100 for the full control effect; nearly all actives have a fitted effect of over 65% in size
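IDH1-R132H (0.5 ug/mL) preincubated 30 min with compound, then NADPH (0.016 mM) and alpha-KG (2 mM) added; 80 min at RT, pH 7.5. Remaining NADPH coupled via diaphorase/resazurin to fluorescence (540/590 nm); concentration-response curves normalized to no-enzyme control.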
Glioma ERSR ind – qHTS for Inducers of the Endoplasmic Reticulum Stress Response (ERSR) in Human Glioma: qHTS | U87-MG GRP78 promoter luciferase reporter, 16 h | Potency, µM, without a hit: at the highest dose activation, actives largely listed as activators | 0.02% of 420,000 active | AID 602332, 2012; also: potency is read from the fitted curve at half-maximal effect; series mostly up to about 76 µM; % of control where 0% means no effect; nearly all actives have a fitted effect of over 35% in size
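Stably transfected U87-MG human glioma cells carrying a GRP78-based luminescent sensor were seeded at 1000 cells/well, pin-dosed with compounds and incubated 16 h. Luciferase reagent was then added, and end-point luminescence was read after 10 min at room temperature.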
* hit, by the source's call; u = inconclusive; x = no result given; & = joins results of further samples; [ ] = dose if it differs, or a comment. Unless noted, calls follow the shape of the dose curve; as a rule, active = well fitted curve in the direction sought with a large enough effect; inconclusive = small, poorly fitted or top-dose-only effect, or another doubt; inactive = no such curve, though single readings can be large; an effect the other way counts as inactive or inconclusive. Only part of the results is shown (hit frequency here may not be typical).

mol	RXFP1 ag	Glioma ERSR ind	mIDH1 inhibitor	USP1-UAF1 inh	PI4K2A block	Vif-APOBEC3F blk	TrxR1 substrate	LDHA inh	Vif-APOBEC3G blk
COc1ccc(NS(=O)(=O)c2cccc(NC(=O)C34CCC(CC3)C4)c2)cc1	-0.9%	-2%	-5%	-24%	-22	4%	4%	5	-2%
CCN(CC)S(=O)(=O)c1cc(C)c(C)cc1OCC(=O)NC1CCCC1	0.3%	-1%	-1%	-6%	6	-2%	-10%	-4	-1%
CCNC(=S)N(Cc1cc2cc(C)c(C)cc2[nH]c1=O)C1CCCC1	1.5%	1%	-9%	u	4	-4%	4%[57.1 µM]	-2	-5%
O=C(Cn1c(=O)n(-c2ccccc2)c(=O)c2sc3ccccc3c21)NC1CCCC1	u	0%	6%	-17%	-7	-9%	20%	1	1%
COc1ccccc1NC(=O)C1=C(C)Nc2nc(-c3ccco3)nn2C1c1ccccc1F (configuration not stated)	1.9%	-4%	-9%	-10%	-8	-10%	-10%	-4	-12%
CC(C)c1cccc(C(C)C)c1OC(=O)[C@H]1OC(C(C)(C)C)=C[C@@H]1c1ccccc1	1.3%	-2%	3%[38.3 µM]	-6%	1	-6%	-7%	3	2%
O=C(CCc1nc2ccccc2c(=O)[nH]1)NCc1cccc(Cl)c1	0.5%	0%	3%	-10%	-15	-7%	-4%	-9	u
Cc1cccc(N2CC(C(=O)O)CC2=O)c1C (configuration not stated)	1.8%	-8%	10%	-25%	1	12%	7%	-10	5%
COc1ccc2c(c1O)-c1ccccc1CCN(C)C2	3.2%	-3%	-14%	17%	3	-6%	-4%	-4	2%
O=C(Nc1ccccc1N1CCOCC1)c1ccc(S(=O)(=O)NCc2ccco2)cc1	0.9%	-6%	0%	2%	-4	-3%	12%[57.1 µM]	-10	0%
CCOC(=O)C1=C(C)NC(SCC(N)=O)=C(C#N)C1c1cccs1 (configuration not stated)	6.4%	1%	2%	-7%	-12	-6%	16%	-7	-29%
Cc1cc(NC(=O)C(C)C)ncc1NC(=O)CCc1ccccc1	0.4%	-5%	0%	-11%	0	5%	-2%	-3	-1%

Three compounds out of the list above, ordered by the value under PI4K2A block, smallest number first.
smiles	RXFP1 ag	USP1-UAF1 inh	PI4K2A block	TrxR1 substrate	LDHA inh	Vif-APOBEC3G blk
O=C(Cn1c(=O)n(-c2ccccc2)c(=O)c2sc3ccccc3c21)NC1CCCC1	u	-17%	-7	20%	1	1%
Cc1cc(NC(=O)C(C)C)ncc1NC(=O)CCc1ccccc1	0.4%	-11%	0	-2%	-3	-1%
Cc1cccc(N2CC(C(=O)O)CC2=O)c1C (configuration not stated)	1.8%	-25%	1	7%	-10	5%

Continuation:
mol	RXFP1 ag	Glioma ERSR ind	mIDH1 inhibitor	USP1-UAF1 inh	PI4K2A block	Vif-APOBEC3F blk	TrxR1 substrate	LDHA inh	Vif-APOBEC3G blk
C/C(CC(=O)Nc1cccnc1)=N\NC(=O)C(=O)Nc1cccc(C)c1	0.8%	-1%	6%	-6%	-6	-13%	-2%	-7	0%
COc1ccc(S(=O)(=O)Nc2cccc(-c3ccc4nncn4n3)c2)cc1	2.2%	-3%	5%	-14%	3	-6%	-2%	-2	u
C/C(=N/NS(=O)(=O)c1ccc(Br)cc1)c1c[nH]c2ccccc12	-0.1%	-5%	-4%	-5%	3	-7%	-11%	-11	0%
COc1ccc2c(c1)CCc1sc(NC(=O)c3cccc(Br)c3)nc1-2	0.4%	-5%	3%	-17%	-1	-4%	-3%[57.1 µM]	10	5%
CC(C)CCNC(=O)CN(C(=O)CCC(=O)Nc1nccs1)C1CCCCC1	0.7%	-3%	5%	-14%	5	1%	13%[57.1 µM]	-7	-3%
O=C(CCc1ccccc1)NCC1OCCc2ccccc21 (configuration not stated)	2.1%	-1%	-8%	-23%	0	2%	3%	-5	-6%
CCCCOC(=O)c1ccc(NC(=O)COC(=O)CN2C(=O)NC3(CCCC3)C2=O)cc1	x	2%	1%	-22%	2	-5%	3%	-6	-7%
COc1ccc(CCNC(=O)Cc2c(C)c3cc4c(C)coc4c(C)c3oc2=O)cc1	1.3%	-2%	-7%	-4%	-10	0%	-1%	-3	1%
Cc1nc2c(ccc3nc(NC(=O)Cc4cccc5ccccc45)sc32)s1	2.0%	2%	-1%	u	1	0%	-1%	-6	-17%
Cc1cc(=O)n2nc(N3CCCC(C(=O)NCc4ccccc4Br)C3)sc2n1 (configuration not stated)	4.3%	-7%	-2%	-16%	-5	3%	2%	-6	-4%
c1ccc(Oc2ccc(-c3ccnc4nc(N5CCN(c6ccccc6)CC5)nn34)cc2)cc1	4.0%	-1%	2%	-26%	2	-2%	8%	0	-1%
Cc1nnc(SCC(=O)Nc2cccc(C(F)(F)F)c2)n1Cc1ccco1	-0.5%	-3%	-2%	-9%	1	x	-1%	-8	0%

Later entries.
mol	RXFP1 ag	Glioma ERSR ind	mIDH1 inhibitor	USP1-UAF1 inh	PI4K2A block	Vif-APOBEC3F blk	TrxR1 substrate	LDHA inh	Vif-APOBEC3G blk
Cc1cc(C)n(-c2ccc(NC(=O)C3CCCCN3C(=O)c3sccc3C)cc2)n1 (configuration not stated)	-0.7%	-3%	1%	1%	3	1%	1%	-8	-8%
CSCCC(NC(=O)c1ccccc1)C(=O)O (configuration not stated)	2.1%	-3%	0%	-16%	-2	-7%	6%	0	-2%
CCN(CC)S(=O)(=O)c1ccc(Cl)c(C(=O)NC(C)C(c2cccs2)N2CCCC2)c1 (configuration not stated)	-2.3%	-2%	18%	-17%	2	-3%	5%[57.1 µM]	-3	1%
O=C(NNC(=O)c1cccc2ccccc12)c1ccc(Cl)c(Cl)c1	x	-2%	8%	-17%	5	-16%	10%	-4	1%
O=C(N/N=C1/CCc2ccccc21)C1CC1	0.0%	-2%	3%	0%	-4	7%	-6%	-4	1%
COc1ccc(-c2oc(=O)c3cc(OC)c(OC)cc3c2/C=C/c2ccc(OC(C)=O)cc2)cc1	x	5%	3%	-15%	-2	-10%	2%[57.1 µM]	7	-12%
CNC(=O)COc1coc(CN2CCN(C(=O)c3ccco3)CC2)cc1=O	0.0%	-4%	1%	-13%	0	4%	-4%	-3	1%
Cc1nccn1CC(=O)N/N=C/c1cccs1	-1.6%	-2%	1%	-5%	-2	-14%	-21%[57.1 µM]	4	-1%
O=C(CC1SC(=NCC2CCCO2)NC1=O)Nc1cccc2ccccc12 (configuration not stated)	0.0%	-4%	0%	-11%	2	10%	2%	9	-14%
CCOC(=O)c1[nH]c(C)c(C(=O)NCC2CCCO2)c1C (configuration not stated)	2.1%	-3%	10%	-3%	3	x	-9%	-6	-1%
Cc1ccc(NC(=O)CC(=O)Nc2ccc(C)cc2C)c(C)c1	-0.9%	-5%	0%	-16%	-3	1%	0%	-2	1%
Cc1cc(C)n(-c2nc3c(c(=O)[nH]c(=O)n3C)n2C(C)C)n1	0.2%	-3%	3%	-25%	6	3%	-7%	3	-5%

The results go on:
mol	RXFP1 ag	Glioma ERSR ind	mIDH1 inhibitor	USP1-UAF1 inh	PI4K2A block	Vif-APOBEC3F blk	TrxR1 substrate	LDHA inh	Vif-APOBEC3G blk
O=C(COC(=O)CNC(=O)c1cc(Cl)cc([N+](=O)[O-])c1)NC(=O)NCc1ccco1	x	2%	-3%	-11%	2	-9%	6%[57.1 µM]	-6	1%
O=C(Nc1ncc(Cc2ccccc2)s1)c1cccs1	-0.1%	-9%	3%	-29%	-6	7%	8%[57.1 µM]	-8	-13%
COc1ccc(Cl)cc1NC(=O)C(C)Sc1nncn1C (configuration not stated)	1.3%	-4%	2%	-14%	9	1%	9%[57.1 µM]	-6	-2%
CC(=O)c1c(C)n([O-])c2cc(C)ccc2[n+]1=O	-1.0%	-5%	11%	-6%	16	5%	-7%	2&5	1%
COc1ccc(NC(=S)N2CCC(c3ccccc3)C2)cc1 (configuration not stated)	0.6%	8%	-1%	5%	0	-11%	-4%	1	0%
O=C(O)CCCn1cc(NC(=O)COc2ccc(F)cc2)cn1	-4.5%	-6%	4%	-25%	-2	0%	1%	4	0%
O=C1S/C(=C\c2ccccn2)C(=O)N1Cc1ccccc1F	5.1%	-3%	2%	-16%	4	3%	0%	-14	0%
